Screens: PubChem, National Center for Advancing Translational Sciences (NCATS)
Pf growth 48h = Primary qHTS for delayed death inhibitors of the malarial parasite plastid, 48 hour incubation; P. falciparum luciferase growth in erythrocytes, 48 h; AID 504832, 2011; Potency, µM (doses to about 28.7 µM), for inactives: at the highest dose activity change, negative = inhibition, usual class: inhibitors; 310,000 compounds, 5.9% hits
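Read-out is firefly luciferase luminescence from an integrated reporter in P. falciparum, so falling signal marks reduced parasite growth. Infected erythrocytes were at 2% hematocrit and 0.1% parasitemia (final) in Albumax-supplemented RPMI 1640.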
Pf growth 96h = Primary qHTS for delayed death inhibitors of the malarial parasite plastid, 96 hour incubation | P. falciparum luciferase reporter growth, 96 h | Potency, µM (top dose mostly 28.7 µM), without a hit: top-dose activity change, negative = inhibition, hits mostly inhibitors | 320,000 compounds, 6.9% hits | AID 504834, 2011
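Delayed-death screen, second-generation endpoint: infected erythrocytes, 2% hematocrit, 0.05% parasitemia final; 96 hours at 37 C, 5% CO2; luciferase detection reagent; luminescence decrease equals reduced growth.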
TbPYK inhibitor = qHTS of Trypanosoma Brucei Inhibitors; pyruvate kinase (Trypanosoma brucei), Q57TT1; Potency, µM (top dose mostly 76.8 µM), for inactives: top-dose activity, negative = inhibition, usual class: inhibitors; TbPYK enzyme, Kinase-Glo Plus ATP luminescence, 45 min; 410,000 compounds, 0.12% hits; AID 624173, 2012; also: nearly all actives have a fitted effect of over 50% in size
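Glycolytic pyruvate kinase of T. brucei was incubated with substrate, test compound and 130 uM ADP for 45 minutes at room temperature. Luminescent Kinase-Glo Plus signal was measured after 10 minutes.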
HCV inh = qHTS Assay for Inhibitors of Hepatitis C Virus (HCV); Huh7.5.1 HCVcc-Cre infection, luciferase reporter, 44 h; Potency, µM (highest dose often 41.8 µM), for the others: at the top dose activity change, negative = inhibition, actives largely listed as inhibitors; 340,000 compounds, 3.4% hits; AID 651820, 2012
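Seed cells (1,000/well) for 4 h; treat with compound and infect with HCVcc-Cre, moi about 0.5. Incubate 44 h, then detect luciferase activity.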
Sm TGR block = qHTS Assay for the Inhibitors of Schistosoma Mansoni Peroxiredoxins; purified TGR, DTNB reduction, TNB absorbance 405 nm; Potency, µM (highest dose often 114 µM), for inactives: at the top dose activity change, negative = inhibition, actives largely listed as inhibitors; Schistosoma mansoni thioredoxin glutathione reductase (TGR), Q962Y6; 360,000 compounds, 3% hits; also: nearly all actives have a fitted effect of over 60% in size
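Kinetic colorimetric format: TGR-catalysed, NADPH-driven DTNB reduction monitored via TNB absorbance. Enzyme dispensed at 20 nM; compound exposure 15 min at room temperature before reaction start.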
LmPK inh = qHTS Assay for Inhibitors of Leishmania Mexicana Pyruvate Kinase (LmPK). AID 1721, 2009. Potency, µM (doses to about 57.5 µM), inactives show at the top dose activity change, negative = inhibition, actives largely listed as inhibitors. purified LmPK, Kinase-Glo ATP luminescence, 1 h. 290,000 compounds, 0.37% hits
Target sequence (Q27686 whole entry, looked up): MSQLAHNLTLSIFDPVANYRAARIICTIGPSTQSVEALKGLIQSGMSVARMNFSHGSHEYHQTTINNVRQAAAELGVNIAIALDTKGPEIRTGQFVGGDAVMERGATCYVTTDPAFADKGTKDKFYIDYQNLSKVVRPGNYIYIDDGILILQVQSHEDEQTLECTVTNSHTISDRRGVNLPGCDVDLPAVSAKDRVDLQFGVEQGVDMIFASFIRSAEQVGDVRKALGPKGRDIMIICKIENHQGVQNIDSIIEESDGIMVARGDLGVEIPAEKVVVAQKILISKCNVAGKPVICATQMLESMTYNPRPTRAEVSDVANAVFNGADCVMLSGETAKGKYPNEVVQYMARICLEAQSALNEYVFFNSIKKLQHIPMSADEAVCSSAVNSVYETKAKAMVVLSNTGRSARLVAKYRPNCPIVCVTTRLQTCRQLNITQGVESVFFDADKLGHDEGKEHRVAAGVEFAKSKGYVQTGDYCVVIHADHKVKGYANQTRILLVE
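0.1 nM LmPK, 0.5 mM PEP, 0.1 mM ADP; 50 mM imidazole pH 7.2, 7 mM MgCl2, 50 mM KCl; 1 h RT. Kinase-Glo luminescence readout, normalized to no-enzyme (full inhibition) and uninhibited wells.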
An asterisk follows results filed as active; ? = inconclusive; nt = not tested or not shown; & = joins results of further samples; [ ] = dose if it differs, or a comment. Calls follow the shape of the dose curve; as a rule, active = well fitted curve in the direction sought with a large enough effect; inconclusive = small, poorly fitted or top-dose-only effect, or another doubt; inactive = no such curve, though single readings can be large; an effect the other way counts as inactive or inconclusive. % is scaled to controls: 0 for no effect and ±100 for the full control effect; potency is read from the fitted curve at half-maximal effect.

structure	Pf growth 48h	Pf growth 96h	TbPYK inhibitor	HCV inh	Sm TGR block	LmPK inh
CC(C)(C)OC(=O)NCCCCCc1cn([C@@H](CO)C(=O)NCCCCCCCCCCC(=O)N2CCN(C(=O)OC(C)(C)C)CC2)nn1	1.2µM*	2.9µM*	0%	?	4%	nt
Cc1ccc(F)cc1NC(=O)CSc1nnc(CNC(=O)c2ccco2)n1C	31%[activator]	-1%	6%	17%	?	nt
O=C(CCCCC(=O)NCc1cccs1)NCc1cccs1	7%	?	-15%	19%	3%	-8%
Cc1ccc(CN2CCNC(=O)C2CC(=O)N(C)CCc2ccccc2)cc1 (configuration not stated)	?	7.4µM*	2%	0%	-20%	-3%
CCCCN(C(=O)Cc1ccc(S(=O)(=O)N2CCOCC2)s1)c1c(N)n(CC(C)C)c(=O)[nH]c1=O	-29%	-1%	3%	0%	-8%	nt
O=C(O)c1cccc(NC(=O)c2cccc(S(=O)(=O)N3CCc4ccccc43)c2)c1	-7%	-17%	0%	12%	-25%	0%
O=c1[nH]c2ccc(NC(=S)NC3CCCCC3)cc2[nH]1	1%	67%[activator]	7%	-5%	-10%	-1%
COc1ccccc1/C=C(\NC(=O)c1cccc(C)c1)C(=O)Nc1ccccn1	?	26%	-1%	40%[activator]	-17%	0%
CC1CCN(c2ccc(C(=O)NCc3cccs3)cn2)CC1	?	?	8%	?	20%	2%
Cc1cc(C)cc(NC(=O)COC(=O)c2n[nH]c3ccccc23)c1	55%[activator]	76%[activator]	3%	?	0%	-21%
COc1cc(CCC(=O)OCC(=O)N(CCC#N)c2ccccc2)cc(OC)c1OC	-7%	17%	-2%	-26%	4%	-8%
COc1ccc(CNS(=O)(=O)c2cc3c(cc2C)N(C)CCO3)cc1	-6%	-12%	-5%&1%	-24%	-11%&1%	-4%
COC(=O)C1(C(=O)OC)NOC2C(=O)N(c3ccccc3)C(=O)C21 (configuration not stated)	-2%	3%	1%	6%	-8%	-1%
CCOc1ccc(NC(=O)C(CC(=O)O)Cc2ccc(C)cc2)cc1 (configuration not stated)	19%	-20%	0%	18%	-5%	-1%
COC(=O)CNC(=O)C(C)NC(=O)OCc1ccccc1 (configuration not stated)	23%	nt	1%	18%	5%	-3%
COc1ccc2c(c1)c(C(O)CN1CCN(Cc3ccc4c(c3)OCO4)CC1)c(C)n2C (configuration not stated)	?	?	-14%	?	25µM*	-1%
CCOC(=O)N1CCN(S(=O)(=O)CCNC(=O)c2ccc(OC)cc2)CC1	-41%	13%	3%	28%	-2%	nt
CC(C)NS(=O)(=O)c1ccc(NC(=O)C(C)Oc2ccc(C(=O)c3ccccc3)cc2)cc1 (configuration not stated)	?	2.3µM*	4%	?	7%	4%
CC(NC(=O)c1ccc(F)cc1Cl)C1CC2CCC1C2 (configuration not stated)	10%	1%	0%	1%	-4%	-2%
COc1cc(Br)c(C2CC(=O)Nc3cc(OC)c(OC)cc32)cc1OC (configuration not stated)	?	9%	0%	12%	0%	-2%
O=C(NC(Cc1ccccc1)C(=O)O)/C(=C\c1ccc(Br)cc1)NC(=O)c1ccc(Br)o1 (configuration not stated)	17%	12%	5%	-5%	-32%	-2%
O=C1NC(=O)C(c2cn(-c3ccccc3)nc2-c2ccc(F)cc2)N1 (configuration not stated)	4.7µM*	?	?	-4%	-17%	3%
CCc1nc(Nc2ccc3c(c2)OCCO3)c2oc3ccccc3c2n1	nt	-11%	-10%	?	0%	4%
O=C(O)/C=C/C(=O)c1ccc2c(c1)NC(=O)CO2	1.9µM*	3.3µM*	?	9%	1µM*	-18%
O=C(Nc1nc(-c2ccc3c(c2)OCCO3)cs1)c1ccc(S(=O)(=O)N2CCCCC2)cc1	12µM*	?	-1%	?	-6%	-1%
O=C(COc1ccccc1)Nc1ccc2c(c1)C(=O)N(CC1CCCO1)C2=O (configuration not stated)	-1%	-17%	0%	17%	2%	-1%
C/C(=N\O)C(C)(C)Nc1cccc(Br)c1	11%	33%[activator]	8%	?	6%	3%
CN(Cc1ccon1)Cc1cn(C)nc1-c1cccc(Cl)c1	179%[activator]	-8%	3%	-1%	12%	13µM*
COc1cc(OC)cc(-c2c(-c3cccs3)c3cc(-c4cnc(OC)nc4)ccc3n2C)c1	1.9µM*	3.3µM*	1%	?	-5%	nt
Cc1cc(C(=O)O)c(C)n1C1CC1	-1%	-11%	-2%	5%	3%	1%
Cc1ccc(OCC(=O)Nc2ccc(Cl)cc2)c([N+](=O)[O-])n1	408%[activator]	318%	-12%	4%	-11%	nt
CCN(CC)CCCC(C)NC(=O)c1cc(=O)c2ccccc2o1 (configuration not stated)	-1%	5%	-4%	5%	1%	1%
Nc1cc(N2CCNCC2)ccc1[N+](=O)[O-]	7%	?	-2%	6%	-19%	-4%
CCC(O)(CC)C(=O)N/N=C/c1cc(Br)cc(Br)c1O	-27%	0%	0%	-3%	?	7%
FC(F)(F)c1cnc(Oc2cccc3ccccc23)c(Cl)c1	11%	0%	-3%	1%	0%	-4%
C/C=C\C=C/C(=O)Nc1cccc(C2=NOC3(C2)C[C@H](C(N)=O)N(C(=O)CC)C3)c1 (some centres not stated)	104%[activator]	7%	-20%	-4%	1.8µM*	5%
O=C(c1ccc(NS(=O)(=O)c2cccc(F)c2)cc1)N1CCCCC1	0%	28%	-1%	-6%	2%	-7%
CCOC(=O)c1ccc(NC(=S)NN2CCN(C)CC2)cc1	7%	19%	-1%	-14%	-6%	-4%
O=C(Cc1coc2ccc3ccccc3c12)Nc1nccs1	nt	?	-3%	-23%	-4%	2%
COC(=O)c1ccccc1S(=O)(=O)N1CCC(C(=O)OCC(=O)NCC(F)(F)F)CC1	-13%	0%	4%	6%	-9%	6%
Cc1c(S(=O)(=O)c2ccccn2)c(N)n(Cc2ccccc2Cl)c1C	?	?	-3%	?	2µM*	-2%
CN(/N=C/c1ccc(Cl)cc1Cl)c1ncc(Cl)cc1C(F)(F)F	?	-8%	-7%	5%	-2%	1%
COc1cc(OC)cc(-c2c(-c3cccs3)c3cc(-c4ccc5cc[nH]c5c4)ccc3n2C)c1	10µM*	?	1%	4.5µM*	-22%	nt
CCOCC(=O)Nc1cc(C(=O)OC)ccc1C(=O)OC	85%[activator]	nt	1%	7%	-11%	6%
COc1ccc(OC)c(-c2cc(C3CCN(c4ncccc4[N+](=O)[O-])CC3)[nH]n2)c1	8.3µM*	9.3µM*	14%	11µM*	-2%	1%
CCSc1nc2c(c(=O)[nH]1)C(C(C)C)C(C#N)=C(N)O2 (configuration not stated)	nt	?	-1%	10%	5%	1%
Brc1ccc2c(c1)OCCOCCOCCOCCOCCO2	-13%	10µM*	-2%	2%	-14%	3%
COc1ccc(S(=O)(=O)N2CCCCC2)cc1NC(=O)Cc1c[nH]c2ccccc12	?	8.3µM*	-1%	?	-1%	0%
CN(CC(=O)Nc1c(Cl)cccc1Cl)C(=O)c1ccccc1-c1nc2ccccc2s1	?	?	-6%	2%	8%	nt
CCOC(=O)c1c(NC(=S)Nc2ccccc2)sc2c1CCCCC2	4%	72%[activator]	-6%	?	0%	0%

(more compounds)
structure	Pf growth 48h	Pf growth 96h	TbPYK inhibitor	HCV inh	Sm TGR block	LmPK inh
Cc1ccc(Cl)cc1NC(=O)Nc1cccs1	?	5%	-16%	1%	-5%	3%
CCOC(=O)c1oc2cccc(O)c2c1C	81%[activator]	64%[activator]	0%	-15%	0%	-25%
COc1cc(OC)cc(C(=O)N2CCN=C2SCc2cccnc2)c1	nt	?	-3%	-9%	6%	0%
O=C(NCc1ccncc1)c1cc(F)c(F)cc1Cl	1%	15%	1%	10%	nt	2%
Cc1ccc(CSc2sc(C(=O)c3ccccc3)c(N)c2C#N)cc1	nt	-25%	-10%	-15%	-15%	7%
Cn1c(NC(=O)c2ccc(Cl)cc2)cc(=O)n(C)c1=O	36%[activator]	60%[activator]	1%	11%	5%	8%[11.5 µM]
CCOC(=O)N1CCC(Nc2cccc(SC)c2)CC1	?	?	-7%	-9%	0%	0%
CCCOC(=O)c1c(NC(=O)CCCn2nc([N+](=O)[O-])cc2C)sc(C(=O)OC)c1C	11%	?	-2%	?	-4%	3%
COc1ccc(OC)c(CN2C(=O)c3ccccc3C2C(=O)NCc2cccnc2)c1 (configuration not stated)	?	33%[activator]	2%	2%	-3%	1%
COC(=O)CC1C(=O)NCCN1C(=S)NC(=O)c1ccccc1[N+](=O)[O-] (configuration not stated)	11%	52%[activator]	-8%	13%	0%	1%
CC(=O)CCC(=O)N1CCC(n2nccc2NC(=O)c2ccccc2C)CC1	-2%	0%	2%	nt	-2%	-4%
O=C(O)c1cccc(NC(=O)c2ccc(S(=O)(=O)c3ccccc3)cc2)c1	46%[activator]	12µM*	-11%	10%	0%	-2%
COC(=O)C(O)(CC(=O)Nc1ccc(Cl)cc1Cl)C(F)(F)F (configuration not stated)	0%	?	-15%	17%	-8%	2%
CCOC(=O)C1=C(N)OC2=C(C(=O)CC(C)(C)C2)C1c1ccco1 (configuration not stated)	0%	-4%	0%	12%	-26%	0%
COC(=O)Cn1ncc(N2C3CC(CC(C)(C)C3)C2C)c(Cl)c1=O (configuration not stated)	?	-10%	-8%	12%	-5%	0%
COc1ccc(OC)c(CC(=O)N2CCc3cc(OC)c(OC)cc3C2)c1	6%	-8%	-3%	14%	33%	1%
COc1ccc(-c2cc(C(F)(F)F)nc(N3CCN(c4ccc(F)cc4)CC3)n2)cc1OC	nt	nt	1%	-10%	9%	-2%
COc1ccccc1N1CCN(CC(O)COc2cccc3ccccc23)CC1 (configuration not stated)	?	?	8%&3%&2%	-39%&4%	0%&-7%&12%	-5%&9%

Two neighbouring records out of the list so far, for reference:
structure	Pf growth 48h	Pf growth 96h	TbPYK inhibitor	HCV inh	Sm TGR block	LmPK inh
O=C(CCCCC(=O)NCc1cccs1)NCc1cccs1	7%	?	-15%	19%	3%	-8%
Cc1ccc(CN2CCNC(=O)C2CC(=O)N(C)CCc2ccccc2)cc1 (configuration not stated)	?	7.4µM*	2%	0%	-20%	-3%

An excerpt of these results, with each value named.
Structure: Brc1ccc2c(c1)OCCOCCOCCOCCOCCO2
  Pf growth 48h: -13%
  Pf growth 96h: 10µM*
  TbPYK inhibitor: -2%
  HCV inh: 2%
  Sm TGR block: -14%
  LmPK inh: 3%

Structure: COc1ccc(S(=O)(=O)N2CCCCC2)cc1NC(=O)Cc1c[nH]c2ccccc12
  Pf growth 48h: ?
  Pf growth 96h: 8.3µM*
  TbPYK inhibitor: -1%
  HCV inh: ?
  Sm TGR block: -1%
  LmPK inh: 0%

Structure: CN(CC(=O)Nc1c(Cl)cccc1Cl)C(=O)c1ccccc1-c1nc2ccccc2s1
  Pf growth 48h: ?
  Pf growth 96h: ?
  TbPYK inhibitor: -6%
  HCV inh: 2%
  Sm TGR block: 8%
  LmPK inh: nt

Structure: CCOC(=O)c1c(NC(=S)Nc2ccccc2)sc2c1CCCCC2
  Pf growth 48h: 4%
  Pf growth 96h: 72%[activator]
  TbPYK inhibitor: -6%
  HCV inh: ?
  Sm TGR block: 0%
  LmPK inh: 0%
